CDK5 inh = blocks human CDK5/p35 kinase activity | Q00535+Q15078 | Recombinant CDK5/p35, ADP-Glo luminescence, 60 min | inhibition, % at 10 µM | 0.01% of 330,000 active | AID 488839;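 active = highest replicate inhibition of at least 50% and at least 75% of replicates reaching 50%; inconclusive = only one of the two criteria met; inactive = both criteria failed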;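 also: plate controls were DMSO neutral control for no effect and GW8510 at 10 µM for full effect; many of its hits are not listed in these tables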
Target sequence (Q00535 whole entry, looked up): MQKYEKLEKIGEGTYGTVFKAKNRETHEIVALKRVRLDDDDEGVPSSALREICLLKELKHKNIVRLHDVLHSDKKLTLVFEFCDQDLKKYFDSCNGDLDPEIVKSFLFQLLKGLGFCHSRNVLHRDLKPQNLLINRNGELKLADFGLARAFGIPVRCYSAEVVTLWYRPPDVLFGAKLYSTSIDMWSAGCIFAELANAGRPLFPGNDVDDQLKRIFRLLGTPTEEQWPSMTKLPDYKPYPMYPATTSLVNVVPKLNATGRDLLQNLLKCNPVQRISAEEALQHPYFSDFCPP
Target sequence (Q15078 whole entry, looked up): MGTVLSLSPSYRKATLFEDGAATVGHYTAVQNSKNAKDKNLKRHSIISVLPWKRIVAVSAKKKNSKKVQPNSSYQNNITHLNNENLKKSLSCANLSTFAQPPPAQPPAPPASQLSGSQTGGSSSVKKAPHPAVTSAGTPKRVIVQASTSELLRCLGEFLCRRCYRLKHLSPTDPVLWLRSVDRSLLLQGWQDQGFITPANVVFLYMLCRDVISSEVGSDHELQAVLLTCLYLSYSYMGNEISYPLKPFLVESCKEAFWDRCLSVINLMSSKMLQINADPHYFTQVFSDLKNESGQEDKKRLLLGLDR
dFosB activator = enhances mouse delta FosB homodimer DNA binding. P13346. purified delta FosB, TAMRA-CDK5 oligo fluorescence polarization; percent of positive-control signal above neutral wells. activation, % at 25 µM. 0.99% of 340,000 active;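 active = mean activation above about 17%, with every replicate also reaching it, limit read from the data, passing the limit was not always enough; inconclusive = only one of the two conditions met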;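 also: fluorescence polarization rise as delta FosB binds a TAMRA Cdk5 AP-1 oligo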
Target sequence (P13346 whole entry, looked up): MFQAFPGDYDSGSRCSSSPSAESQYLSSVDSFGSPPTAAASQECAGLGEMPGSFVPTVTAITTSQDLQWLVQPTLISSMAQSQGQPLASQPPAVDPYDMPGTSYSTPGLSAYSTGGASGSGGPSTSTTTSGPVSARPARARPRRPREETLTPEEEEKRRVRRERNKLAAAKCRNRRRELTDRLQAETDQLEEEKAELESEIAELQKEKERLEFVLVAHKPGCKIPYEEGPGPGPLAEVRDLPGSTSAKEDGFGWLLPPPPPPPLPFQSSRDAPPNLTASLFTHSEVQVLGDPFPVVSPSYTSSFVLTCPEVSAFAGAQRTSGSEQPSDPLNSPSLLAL
Tat transport = inhibitors of E. coli Tat protein transport; inhibition, % at 10 µM; AID 488895; E. coli MC4100 TorA-mCherry Tat export, fluorescence; 0.036% of 340,000 active;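 active = mean replicate inhibition at least 50% and at least half of replicates individually reaching 50%; inconclusive = only one of the two criteria met; inactive = neither criterion met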;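 also: exported cargo escapes ClpAP degradation while cytoplasmic cargo is degraded and loses fluorescence; 0% = median of neutral control wells and 100% = median of NaSCN control wells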
cardiac RTF act = increases calcium sensitivity of human cardiac regulated thin filaments; 0.24% of 340,000 active; IANBD-labeled TnC RTF fluorescence at EC20 calcium; 0% EC20 calcium, 100% full calcium; AID 493008; activation, % at 7.2 µM; P19429+P45379;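 active = activation above the mean over all tested compounds plus 3 SD, cut at about 30% in these data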;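 also: rise in fluorescence read as greater calcium sensitivity of cardiac thin filaments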
CAL PDZ FP-1 = blocks peptide binding to human CAL PDZ domain; purified CAL PDZ, TMR-peptide fluorescence polarization, 1 h; inhibition, % at 20 µM; 0.02% of 330,000 active; AID 504414;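 active = highest replicate inhibition of at least 40%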;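 also: plate controls were DMSO neutral control wells for no effect and unlabeled competitor peptide control wells for full effect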
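material = purified tagged CAL PDZ domain construct (CerCALP) | buffer or medium = sodium phosphate/NaCl buffer pH 7.4 with TCEP, IgG, Thesit | reagent = TMR-labelled reporter peptide T*-PRC34 bound in PDZ groove | incubation = 1 h room-temperature incubation prior to read | measured by = fluorescence polarization (mP) | evaluation = percent inhibition from loss of millipolarization | control set = unlabelled peptide and DMSO controls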
CAL PDZ FP-2 = inhibitors of human CAL PDZ peptide binding | Q9HD26 | purified CAL PDZ, TMR-peptide fluorescence polarization, 1 h | inhibition, % at 24.9 µM | 0.92% of 300,000 active | AID 602252;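 active = mean inhibition of at least 30% with at least half of replicates also reaching 30%; inconclusive = no clear call, values can overlap the other calls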;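 also: 0% = DMSO neutral control and 100% = excess unlabeled competitor peptide PRC23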
V-ATPase pH = alters yeast V-ATPase proton transport; S. cerevisiae, pHLuorin cytosolic pH fluorescence; response, % at 10 µM; 0.37% of 350,000 active; in the data active = response mostly above about 7.3%, no sharp cut-off; inactive = mostly below about 5.4%; also: actives read high; inactives centre near 0; some compounds called inactive have numbers as strong as hits
Wnt bcat act = activates Wnt/beta-catenin signaling in a reporter cell assay; activator, plate reader; activation, % at 9.35 µM; 1.2% of 300,000 active; AID 743398; in the data active = activation above about 30%, passing the limit was not always enough; inconclusive = no clear call, values can overlap the other calls;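 also: 0% = neutral control wells and 100% = positive control wells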
MITF act = MITF TRPM1 promoter activation in melanoma cells; AID 588334; 0.75% of 300,000 active; SK-MEL-5 TRPM1-promoter luciferase, 24 h; % of positive control, neutral wells = 0; activation, % at 12.5 µM;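 active = mean activation of at least 80% with every replicate also reaching 80%; inconclusive = mean reaches 80% but some replicate falls short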;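 also: 0% = neutral control wells and 100% = parthenolide positive control wells; values of inactives mirror those of a sister screen read the other way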
Rtt109 HAT inh = C. albicans Rtt109 histone acetyltransferase inhibition | Q5AAJ8 | purified Rtt109/Vps75, ThioGlo CoA-SH fluorescence, 4 h | inhibition, % at 34.9 µM | 0.16% of 330,000 active | AID 540336;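 active = inhibition of at least 50% in every replicate; inconclusive = best replicate reaches 50% inhibition but some replicates fall short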
Starred values were filed as active, the others as inactive; ? = inconclusive; / = not tested or not shown.

Compound	CAL PDZ FP-1	dFosB activator	MITF act	V-ATPase pH	Wnt bcat act	CAL PDZ FP-2	Tat transport	Rtt109 HAT inh	CDK5 inh	cardiac RTF act
CC(=O)c1cnc(Nc2ccc(C)cc2)s1	0.3	9	56	-2	13	-5	-2	2	24	-3
CC(C(=O)Nc1nccs1)N1C(=O)c2ccccc2S1(=O)=O (stereo unspecified)	0.5	2	-1	0	0	-1	7	-3	-0.4	-5
COCc1c(C(=O)N2CCN(Cc3ccc(C#N)cc3)CC2)oc2ccccc12	-2.9	-5	/	-2	-3	-5	2	-6	1.7	-1
C=CCn1c(SCC(=O)N(C)C2CCCCC2)nnc1C1CC1	-0.5	2	-6	0	-1	-4	-4	-5	0.9	-3
O=C(COc1ccc(Cl)cc1Cl)Nc1ccccc1NS(=O)(=O)c1cccs1	-2.6	7	37	-2	0	-6	-10	2	0.7	-1
Cc1ccc(CNc2ccc(N3C(=O)CC(C)C3=O)cc2[N+](=O)[O-])cc1 (stereo unspecified)	-0.3	-2	10	-2	/	-10	4	4	-0.2	-1
CC(C)CNc1ncnc2c1cnn2Cc1ccccc1Cl	-0.3	-16	1	1	2	1	-8	-8	-1.2	8
CCOC(=O)c1cc(-c2ccc(OC)cc2OC)nn1-c1ccc(C(=O)O)cc1	0.3	-2	-6	-2	-3	0	9	-4	-2.6	-8
COc1c(Cl)ccc(Cl)c1C(=O)NC(=S)N1CCOCC1	0.7	-8	-2	-1	-1	/	0	-1	-2.0	0
Cc1noc2ncnc(N3CCN(c4ccc(F)cc4)CC3)c12	-2.0	2	-1	1	-1	-3	-2	-16	-0.4	-3
S=c1[nH]nc(COc2ccccc2)n1/N=C/c1ccc(Cl)cc1	-0.6	-5	0	3	0	-2	-4	-1	1.6	-7
Cc1ccc(C)c(NC(=O)CSc2n[nH]c(-c3ccncc3)n2)c1	-0.8	-5	-7	0	-1	-1	-3	2	-1.7	1
O=C(CCN1C(=O)/C(=C/c2ccc(F)cc2)SC1=S)NC1C=CS(=O)(=O)C1 (stereo unspecified)	-2.2	-5	-2	-4	-1	-3	4	-21	0.0	-1
CCOC(=O)N1CCN(C(=O)CN(c2ccc(OCc3ccccc3)cc2)S(C)(=O)=O)CC1	-2.9	-7	16	0	/	-6	1	29	0.4	3
CCOc1ccc(NC2c3ccccc3C(=O)N2c2ccc(Cl)cn2)cc1 (stereo unspecified)	-1.5	3	/	-3	?	-1	-3	-15	0.9	0
CCOC(=O)c1cccnc1SCc1cc(=O)n2ccccc2n1	-1.0	-7	-16	1	6	/	-12	-9	0.6	2
COc1ccc(C(=O)Nc2ccc(S(=O)(=O)Nc3nccnc3OC)cc2)cc1	-0.2	-1	/	-7	-3	-2	2	1	0.5	4
COC(=O)C1=C(C)NC2=C(C(=O)CCC2)C1c1cn(Cc2ccc(Cl)cc2Cl)nc1-c1ccccc1 (stereo unspecified)	0.0	-8	-4	11	/	-5	13	8	-1.4	6
CCC(=O)Nc1ccc(NC(=O)CSc2nnnn2C(C)C)cc1	/	5	-10	1	/	-2	0	4	1.3	-4
CC1CC(C)CN(C(=O)COc2ccc([N+](=O)[O-])cc2Cl)C1 (stereo unspecified)	-0.7	-7	-8	0	-2	/	2	2	-0.5	-2

Compound	CAL PDZ FP-1	dFosB activator	MITF act	V-ATPase pH	Wnt bcat act	CAL PDZ FP-2	Tat transport	Rtt109 HAT inh	CDK5 inh	cardiac RTF act
O=[N+]([O-])c1cc(F)c(N2CCOCC2)cc1N1CCCCC1	0.0	-12	-3	-1	-4	/	-4	13	0.7	0
O=C(CN1CCN(S(=O)(=O)c2ccccc2)CC1)NCc1ccccc1	-1.4	-13	-4	1	0	/	7	-7	-0.9	2
N#CCCC(CCC#N)(CCC#N)c1cc[n+](CCc2ccccn2)cc1	-0.5	4	-3	2	0	-3	-30	1	1.0	5
COc1ccccc1C1=Nc2cccc3cccc(c23)N1	0.6	-1	17	-1	-9	-1	-13	4	6.8	1
CCOC(=O)C1CCN(S(=O)(=O)c2cn(C)cn2)CC1	0.1	-5	-3	-4	0	-4	2	9	-1.5	-8
CCN(CC)S(=O)(=O)c1ccc2c(c1)N(CC(=O)NCCc1ccc(S(N)(=O)=O)cc1)C(=O)CO2	0.1	0	15	0	0	0	0	1	0.2	1
CCN(C[C@H]1N[C@@](Cc2ccccc2)(C(=O)OC)[C@H]2C(=O)N(Cc3ccccc3)C(=O)[C@@H]12)S(=O)(=O)c1ccccc1	-1.0	-12	-6	2	-1	-10	3	1	0.9	2
C[C@H](CO)N1C[C@H](C)[C@@H](CN(C)C(=O)Nc2ccc3c(c2)OCO3)Oc2ccc(NC(=O)CCN3CCOCC3)cc2C1=O	-0.3	1	5	-4	8	-2	-3	7	1.0	3
COc1ccc(S(=O)(=O)N(C)c2ccc(C(=O)N3CCCC3)cc2)cc1OC	0.0	2	-8	-1	0	/	-1	-10	-0.4	-7
CC(=O)NC(CC(=O)Nc1nc(C)cs1)c1ccccc1 (stereo unspecified)	-0.3	-3	1	4	0	0	-6	-3	-0.1	3
CN1CC(=O)Nc2ccc(Br)cc2C1=O	-2.5	-3	-5	4	0	-2	-1	3	-4.2	-2
CC(=O)Nc1ccc(OCC(O)CN2CCCCC2C)cc1 (stereo unspecified)	-1.6	-2	4	-2	-1	-1	-4	3	-0.4	0
COc1ccc(-c2csc(NC(=O)CSCc3c(C)noc3C)n2)cc1OC	0.5	-6	4	0	0	1	-7	-7	1.1	1
Cc1ccc(C)c(S(=O)(=O)N2CCC3(CC2)OCCN3S(=O)(=O)c2cccs2)c1	-1.2	-1	-3	3	-3	-2	-5	-5	0.0	-1
CCOC(=O)Cn1c(=O)oc2cc(S(=O)(=O)N3CCN(C(=O)OCC)CC3)ccc21	-0.2	-4	-4	0	-2	-1	19	8	1.2	-4
CCn1c(=O)c2cc(C(=O)NCc3cccs3)sc2c2ccccc21	0.5	0	9	4	0	2	-6	5	-0.4	4
Cc1onc(-c2c(F)cccc2Cl)c1C(=O)NCCO	-0.4	2	10	1	-1	/	-6	-7	-0.2	1
COc1ccc(C(=O)NCCn2cc(SCC(=O)NCC3CCCO3)c3ccccc32)cc1OC (stereo unspecified)	-2.9	-2	-10	8.1*	-1	-4	-3	4	-0.5	-5
CC(C)NCC(=O)C12CC3CC(CC(C3)C1)C2	0.7	-2	7	1	4	-4	0	-2	0.4	5
COc1cc([N+](=O)[O-])cc(/C=N/N(CCC#N)C(C)=O)c1O	0.1	3	14	-4	-1	5	5	11	-3.2	0

Compound	CAL PDZ FP-1	dFosB activator	MITF act	V-ATPase pH	Wnt bcat act	CAL PDZ FP-2	Tat transport	Rtt109 HAT inh	CDK5 inh	cardiac RTF act
CC(=O)c1ccc(OCc2cc(C(=O)N(C)CCN3CCOCC3)no2)cc1	-0.6	-5	2	2	1	/	31	-10	-5.2	5
Cc1ccc(N2CC(C(=O)NCCS(=O)(=O)N3CCN(c4ccccc4)CC3)CC2=O)cc1C (stereo unspecified)	0.2	-3	0	-3	-3	/	0	-7	2.2	1
Cc1cccc(NC(=S)N2CCC(C(=O)c3ccc(F)cc3)CC2)c1	2.2	-3	/	-1	1	-3	-8	-3	3.0	1
COc1ccc(C2c3[nH]c4ccccc4c3CCN2CCCn2cccn2)c(F)c1 (stereo unspecified)	0.0	-15	-4	0	-5	-2	2	5	-3.6	2
CCCCSc1nc(O)cc(=O)n1CC	-0.1	-3	-9	1	1	-1	0	6	-2.9	1
C=CCNc1oc(-c2cccc3ccccc23)nc1C#N	-1.4	-2	28	1	/	5	-3	4	0.5	0
CC(C)c1ccc(N(C(=O)CNC(=O)c2ccco2)C(C(=O)NC2CCCC2)c2ccncc2)cc1 (stereo unspecified)	-2.2	-7	-4	-2	3	-1	-4	1	-0.1	-9
Cc1ccc(C2=NN(CC(=O)O)C(=O)CC2)cc1	-1.3	1	-3	-2	0	2	-4	-14	0.3	2
COc1ccccc1N1CCN(C(=O)c2n[nH]c3ccccc23)CC1	-0.5	-2	-3	-2	-1	/	-6	0	-5.5	-1
CC(NC(=O)c1ccc(C(=O)c2ccccc2)cc1)c1ccc(S(N)(=O)=O)cc1 (stereo unspecified)	-1.9	-4	-9	-3	-3	0	-16	5	2.2	-7
CC(CC12CC3CC(CC(C3)C1)C2)NCc1ccccc1O (stereo unspecified)	-0.8	-4	-48	2	-5	-7	-2	0	-0.2	-3
Cc1cc(C)cc(N(CC(=O)NC2CCCC2)C(=O)CCC(=O)Nc2nccs2)c1	-1.3	2	-6	0	-3	-1	0	0	-1.2	-4
CN(CC(=O)Nc1ccc(F)cc1)CC(=O)N1CCCCCC1	-1.4	-3	-8	0	-2	-3	1	4	-2.5	0
O=C1c2ccccc2C(=O)N1CC#CCN1CCN(C(c2ccccc2)c2ccccc2)CC1	-1.0	-7	-11	0	-3	-3	0	7	-0.3	4
N#Cc1ccccc1COC(=O)CCCC1=NS(=O)(=O)c2ccccc2N1	-0.2	-6	2	-1	1	-2	-7	-5	-4.9	0
O=c1c2[nH]c3ccccc3c2ncn1CCN1CCOCC1	-0.4	0	3	-3	-2	-4	6	-6	-0.7	4
S=C(NCCc1ccccc1)NN=C1CCCCCC1	-1.6	3	22	-1	1	-1	0	10	0.9	3
O=C(NNc1ccc(Cl)cc1)c1cccs1	-1.5	-6	/	-1	-1	-8	-1	4	0.3	2
CC(C)(/C=N/O)N(O)C=C1C=CC(=O)C=C1	0.1	-1	4	-2	0	-2	1	-1	3.1	-3
COc1cc2c(cc1OC)C1=C(C#N)CN(C3CCCCC3)CN1CC2	0.4	-9	4	4	2	/	-14	0	-0.6	4

Compound	CAL PDZ FP-1	dFosB activator	MITF act	V-ATPase pH	Wnt bcat act	CAL PDZ FP-2	Tat transport	Rtt109 HAT inh	CDK5 inh	cardiac RTF act
CC(=O)Nc1cccc(C(=O)Nc2cccc3ncccc23)c1	-1.8	-2	-6	-5	1	0	-4	3	5.1	-2
CCCOc1ccc(-c2nn(-c3ccccc3)cc2/C=C2\SC(N)=NC2=O)cc1	-2.5	12	-11	-12	1	0	-1	-7	-0.5	17
O=C(NCCC1=CCCCC1)C(=O)NCc1ccncc1	-0.3	-9	12	4	-2	-4	-3	-4	-0.9	9
COc1cc(CC(=O)OCC(=O)N2C(C)CCCC2C)cc(OC)c1OC (stereo unspecified)	-2.1	-1	/	2	1	0	-3	-3	1.3	9
C/C(=N\Nc1ncc(Br)cn1)c1cccc([N+](=O)[O-])c1	-3.6	6	/	-2	1	-5	-13	4	0.3	-6
Nc1ccccc1C(=O)NCC1(c2ccccc2)CCCC1	0.0	1	/	1	-1	-1	?	4	-0.2	1
COCCN(C(=O)COC(=O)c1cccs1)c1c(N)n(Cc2ccccc2)c(=O)[nH]c1=O	0.2	-10	-2	-4	0	/	-4	-15	1.2	1
